# NR5A2 inv ag: inverse agonists of human LRH-1 (NR5A2) | inhibition, % at 3.6 µM | AID 602396 | HEK293T StAR-luciferase reporter, LRH-1 transfected, 24 h | 0.13% of 360,000 active;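 active = inhibition above the mean inhibition of all tested compounds plus 3 SD, cut at about 73% in these data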;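 note: 0% = DMSO wells and 100% = reporter-only cells lacking LRH-1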
# COUP-TFII inh: NR2F2 (human) inhibition, primary screen. HEK293T NGFI-A luciferase reporter, luminescence. inhibition, % at 8.6 µM. AID 686940. 0.7% of 370,000 active;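 active = inhibition above a per-plate cutoff, mean inhibition of test wells between control levels plus 3 SD, cut at about 38% in these data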;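 note: cells cotransfected with COUP-TFII expression vector driving the NGFI-A reporter; 0% = median of COUP-TF2 test wells and 100% = reporter-only cells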
# Target sequence (P24468 whole entry, looked up): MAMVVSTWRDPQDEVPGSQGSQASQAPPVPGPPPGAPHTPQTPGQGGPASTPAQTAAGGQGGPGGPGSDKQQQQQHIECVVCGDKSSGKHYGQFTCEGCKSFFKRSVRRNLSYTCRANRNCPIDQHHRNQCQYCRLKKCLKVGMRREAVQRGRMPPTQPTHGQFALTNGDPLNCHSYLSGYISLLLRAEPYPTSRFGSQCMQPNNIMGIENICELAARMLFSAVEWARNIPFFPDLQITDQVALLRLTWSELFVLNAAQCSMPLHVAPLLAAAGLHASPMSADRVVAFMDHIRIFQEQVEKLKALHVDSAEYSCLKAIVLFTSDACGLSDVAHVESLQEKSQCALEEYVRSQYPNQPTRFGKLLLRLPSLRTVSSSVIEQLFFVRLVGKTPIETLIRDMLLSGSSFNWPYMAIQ
# NCOA1 inh: inhibitors of human steroid receptor coactivator 1 (SRC1) | HEK293 GAL4-SRC1 luciferase reporter, luminescence | 0.12% of 360,000 active | inhibition, % at 3.6 µM | Q15788 | AID 588354;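 active = inhibition above the campaign mean plus 3 SD, with each screening campaign given its own cutoff, cut at about 60% in these data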;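 note: 0% = DMSO treated cells and 100% = gossypol at 36 µM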
# TWEAK Fn14 block: inhibitors of TWEAK-Fn14 interaction signaling | 2% of 360,000 active | TWEAK-stimulated Fn14 reporter cells, luciferase luminescence, 8 h | inhibition, % at 10 µM | AID 1159606; in the data active = inhibition above about 50%
# NOD2-RIPK2 inh: inhibitors of human NOD2-RIPK2 interaction; 0.38% of 360,000 active; O43353; inhibition, % at 4.98 µM; CHO BLA complementation NOD2-RIPK2, CCF4 ratio; in the data active = inhibition above about 21%;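 note: 0% = vehicle only and 100% = reference blocker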
# Target sequence (O43353 whole entry, looked up): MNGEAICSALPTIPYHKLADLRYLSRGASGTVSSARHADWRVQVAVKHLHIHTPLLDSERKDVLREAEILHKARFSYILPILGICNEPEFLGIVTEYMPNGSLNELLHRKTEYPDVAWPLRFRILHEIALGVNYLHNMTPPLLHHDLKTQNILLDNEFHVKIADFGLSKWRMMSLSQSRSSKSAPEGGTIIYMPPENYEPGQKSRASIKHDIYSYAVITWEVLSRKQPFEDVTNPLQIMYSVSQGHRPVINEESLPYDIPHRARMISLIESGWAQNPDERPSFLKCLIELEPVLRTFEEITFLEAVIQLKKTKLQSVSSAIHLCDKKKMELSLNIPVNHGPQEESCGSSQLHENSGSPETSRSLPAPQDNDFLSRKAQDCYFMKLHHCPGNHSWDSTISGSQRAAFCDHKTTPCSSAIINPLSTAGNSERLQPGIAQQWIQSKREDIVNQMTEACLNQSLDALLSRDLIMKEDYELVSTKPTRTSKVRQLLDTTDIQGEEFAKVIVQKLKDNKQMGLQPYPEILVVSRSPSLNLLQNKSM
# ABHD5 PLIN5 PPI: ABHD5-PLIN5 protein interaction inhibition; Q00G26+Q8WTS1; Split G. princeps luciferase complementation, luminescence, 4 h; inhibition, % at 4 µM; 0.78% of 360,000 active;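 active = inhibition above the mean inhibition across every tested compound plus 3 SD, cut at about 22% in these data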;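 note: 0% = DMSO only wells and the 100% control is not disclosed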
# Exocytosis inh: lytic granule exocytosis inhibition | TALL-104 LAMP-1 surface exposure, flow cytometry; cells stimulated with thapsigargin and PMA | inhibition, % at 10 µM | 0.66% of 360,000 active;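 active = inhibition above about 55%, limit read from the data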
# TLR9-MyD88 block: blocks human TLR9 binding to MyD88. Q9NR96+Q99836. CHO BLA complementation TLR9-MyD88, CCF4 FRET ratio. inhibition, % at 4.98 µM. 0.21% of 340,000 active. AID 504734;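 active = inhibition above the mean over all tested compounds plus 3 SD, cut at about 21% in these data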;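 note: 0% = DMSO only wells and 100% = clavulanate BLA inhibitor control wells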
# NCOA3 inh: human NCOA3 inhibition; HEK293 GAL4-SRC3 luciferase reporter, luminescence; inhibition, % at 3.6 µM; 0.17% of 360,000 active; AID 588352;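 active = inhibition above a per-campaign cutoff, the mean of all compounds plus 3 SD, cut at about 60% in these data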;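 note: 0% = DMSO-treated cells and 100% = gossypol-treated cells at 36 µM; higher means less SRC3-driven luciferase light from the GAL4 reporter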
# SRC2 inh: inhibits human steroid receptor coactivator 2 | AID 651957 | inhibition, % at 9 µM | 0.17% of 370,000 active | HEK293 GAL4-SRC2 luciferase reporter, luminescence | Q15596;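 active = inhibition above the mean inhibition of all tested compounds plus 3 SD, set per campaign, cut at about 52% in these data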;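 note: 0% = DMSO treated cells and 100% = cells given Gossypol at 36 µM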
# TROY NFkB inh: TROY signaling inhibition. Q293 LMP1-TROYcd NF-kB luciferase reporter, 4 h. inhibition, % at 10 µM. 0.98% of 360,000 active;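 active = compounds whose plate-normalised and pattern-corrected inhibition of the luciferase reporter signal at the single screening dose is 50% or more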
# * = called active by the depositor; x = not tested or not shown.
# Values run as follows: NR5A2 inv ag	Exocytosis inh	NCOA1 inh	NOD2-RIPK2 inh	COUP-TFII inh	NCOA3 inh	TLR9-MyD88 block	TROY NFkB inh	SRC2 inh	ABHD5 PLIN5 PPI	TWEAK Fn14 block
CC(=O)Nc1ccc(S(=O)(=O)Nc2ccc3[nH]c(=O)[nH]c3c2)cc1
    12	4	-8	0	-18	-10	-9	19	10	-2	54*
Cc1ccc(S(=O)(=O)n2cnc(C)c2)cc1
    4	6	-12	-18	0	14	-3	1	-4	3	-3
O=C(Nc1ccc(Cn2cccn2)cc1)c1ccc(COc2ccccc2Br)cc1
    -52	18	5	-3	24	-5	-1	-15	-15	0	46
O=C(COc1ccccc1[N+](=O)[O-])Nc1ccc(CN2CCOCC2)cc1
    -21	1	-10	-5	-1	16	-7	-1	1	-3	-6
CCOC(=O)C1CCN(C(=O)C2CCN(S(=O)(=O)c3cc(Cl)ccc3OCC)CC2)CC1
    7	0	-1	-1	19	2	5	-9	5	-3	-3
C=CCOC(Cn1ccnc1)c1ccc(Cl)cc1Cl (stereo unspecified)
    -10	-1	0	-4	9	23	-9	4	-1	2	5
Cc1cccc(N2CCN(C(=O)C3CCN(S(=O)(=O)N4CCOCC4)CC3)CC2C)c1 (stereo unspecified)
    -9	-4	-6	-6	15	2	8	12	14	-3	-8
Cc1cc2oc(=O)cc(CNc3ccccc3F)c2cc1O
    -6	-19	4	6	20	-16	-6	0	11	-2	-21
Cc1cc(SCC(=O)OC/C(O)=C(\C#N)c2nc3ccccc3[nH]2)c(C)cc1Br
    7	-2	-33	-5	8	-22	1	13	26	-3	6
COc1ccc(Cn2c(CCC(=O)N3CCN(c4ccccn4)CC3)nc3ncccc3c2=O)cc1
    7	3	-19	-4	-7	12	6	-6	11	-1	-3
COc1ccc(N2C(=NC(=O)C(C)Oc3ccccc3)SC3CS(=O)(=O)CC32)cc1 (stereo unspecified)
    -10	-2	-15	-14	3	7	1	-3	-2	-3	4
C/C(=N\NC(=O)c1ccc(Cl)c(S(=O)(=O)Nc2ccccc2Cl)c1)c1ccncc1
    -5	0	-10	-12	12	1	-10	-4	-8	-1	-15
Cn1c(=O)cc(Nc2ccc(Cl)cc2)[nH]c1=O
    -15	-6	3	-10	4	-5	4	20	-41	-9	10
O=C(COc1ccccc1Cl)NC(=S)Nc1ccccc1N1CCCC1
    -9	3	-6	-5	2	4	6	33	10	-15	28
COc1ccc(F)cc1S(=O)(=O)N1CCN(Cc2ccc3c(c2)OCO3)CC1
    -11	-1	0	3	-4	11	1	-6	0	-5	7
Cc1ccc(N2C(=O)c3ccc(C(=O)O)cc3C2=O)c(C)c1
    -15	-8	2	-5	8	13	14	-2	14	-3	-9
Cc1ccc(NC(=O)CCn2c(=S)oc3ccccc32)cc1
    -4	1	5	-1	5	7	-6	1	25	0	-1
Cc1ccc(NC(=O)C2CCCN(C(=O)Nc3ccc(F)cc3)C2)cc1 (stereo unspecified)
    -8	18	-5	-16	3	-3	0	12	-22	7	24
O=C(COC(=O)c1ccc(Oc2ccccc2)cc1)Nc1nnc(-c2ccccc2)o1
    -11	-2	-39	-3	-2	4	2	-26	-18	3	-107
O=C(NCc1ccco1)C(c1cccs1)N(C(=O)Cc1cccs1)c1ccccc1 (stereo unspecified)
    19	1	1	-6	-3	1	18	-17	-6	9	13
CN(C)C(=S)Nc1cccc(F)c1
    -3	-4	-10	-9	-11	5	x	2	3	0	0
CCOC(=O)c1oc2c(CN3CCN(C)CC3)c(O)ccc2c(=O)c1-c1ccc(Br)cc1
    19	-7	5	-14	-1	4	6	-2	-2	11	-8
CCCC1=C(C(=O)OCC)C(c2ccccc2OCC)NC(=O)N1C (stereo unspecified)
    -5	2	10	9	11	14	0	6	-25	-2	13
CC(C)OCCCN1CC(=O)N2C(c3cccc([N+](=O)[O-])c3)c3[nH]c4ccccc4c3C[C@H]2C1=O (stereo partly specified)
    12	14	7	7	1	0	2	12	-3	5	5
CC1=C/C(=N\NC(=O)c2ccc(O)cc2)CC1
    -71	-2	-20	2	-8	-14	5	2	-14	2	9
COc1ccc(C)cc1NC(=O)C(C)N1CCOCC1 (stereo unspecified)
    2	23	-46	-5	11	-24	9	14	14	10	-5
N#Cc1c(NC(=O)C2CC(c3ccccc3Cl)=NO2)sc2c1CCC2 (stereo unspecified)
    0	8	-3	-6	2	13	-3	-8	5	3	-14
Cc1ccc(S(C)(=O)=NS(=O)(=O)c2cccc3nsnc23)cc1 (stereo unspecified)
    12	2	-8	5	4	10	5	-11	-35	-6	-10
COc1ccc(Cn2c(=N)c(C(=O)NCC3CCCO3)cc3c(=O)n4ccccc4nc32)cc1 (stereo unspecified)
    16	-5	5	-5	13	15	-6	4	8	8	-27
CN(C)N=Nc1nc[nH]c1C(N)=O
    4	-8	-20	-8	8	4	-12	10	-10	-4	2
Cc1ccc(CN2CCN(Cc3ccc(Oc4ncccn4)cc3)CC2CCO)cc1 (stereo unspecified)
    -11	0	8	0	2	8	7	29	1	6	7
Fc1ccc(C2=Nn3c(nnc3-c3n[nH]c4c3CCC4)SC2)cc1
    3	-2	-15	-7	-41	4	0	-2	-3	0	29
Cc1ccccc1OCCC(=O)OCC(=O)c1c(N)n(CC(C)C)c(=O)n(C)c1=O
    4	1	-6	-3	-7	6	6	38	18	3	-14
COC(=O)c1[nH]c2ccc(Br)cc2c1NC(=O)Oc1ccccc1
    -5	-4	-75	1	1	-13	3	-16	-32	-4	6
COCc1cc(=O)[nH]c(-c2ccc(C(F)(F)F)cc2)n1
    -4	-9	-6	-8	-7	7	x	10	1	8	0
COc1ccc(C)cc1NC(=O)NCc1ccc(F)cc1
    11	-10	-3	0	-1	-1	-7	3	-6	5	9
CNC(=O)c1cc(-c2ccc(Cl)cc2)n(-c2ccccc2)n1
    3	0	-10	-2	8	11	-2	5	4	2	14
CCOC(=O)c1cc(=O)cc(C(=O)OCC)o1
    4	0	-11	4	-11	3	1	-3	11	-2	-3
O=C1C(=Cc2ccc(F)cc2)Cc2ccccc21
    -8	-4	-40	-11	-12	-21	x	-59	-42	16	-35
COC(=O)N1CCN(c2ccc(Cl)c(Cl)c2)CC1
    -22	2	4	10	x	-4	-9	9	x	4	1
CC(=O)NCCc1nc2ccccc2n1Cc1ccc(C)cc1
    -3	-7	-1	-4	-77	25	7	0	-12	3	9
CCOC(=O)c1cc(C#N)c(Oc2cccc(C(F)(F)F)c2)nc1-c1ccccc1
    15	0	18	-7	2	16	3	3	-3	-5	10
O=C(c1cccs1)N1C[C@H](n2cc(C3CC3)nn2)[C@@H](O)C[C@@H]1c1ccccc1
    1	-2	2	-11	12	11	-9	-11	-24	-6	0
COc1cc(C(=O)NCC(=O)OCC(=O)Nc2ncc(Cl)cc2Cl)cc(OC)c1OC
    0	0	-30	-17	2	17	-3	10	11	-5	-9
COc1cccc(NC(=O)C2C3C=CC4(O3)C2C(=O)N(CCCN2CCCCC2)C4C(=O)NC2CCCCC2)c1 (stereo unspecified)
    1	-1	-1	-22	-15	11	-1	3	-20	-4	7
CCN1CCN(CCCNC(=O)c2ccc3c(c2)N(Cc2ccccc2)CCS3)CC1
    5	4	-26	-3	12	2	6	-8	-5	-2	0
O=c1c2cc(N3CCOCC3)ccc2[nH]c(=S)n1CCc1ccccc1
    -26	-4	-9	4	-15	0	9	-24	-5	-3	-13
COc1cccc(N2CCN(C(=S)NCCc3ccccc3)CC2)c1
    -4	-1	-1	-2	-1	7	0	-9	-13	-5	-2
COCCn1nnnc1CN(Cc1cccnc1)Cc1cc2cc(OC)ccc2[nH]c1=O
    -13	-4	-12	-10	-13	11	-2	x	5	1	31
Cc1ccccc1C(=O)Nc1nnc(CC(=O)N/N=C/c2ccncc2)s1
    -14	-1	7	-3	-3	5	x	-5	22	0	-5

# Additional records follow:
# Values run as follows: NR5A2 inv ag	Exocytosis inh	NCOA1 inh	NOD2-RIPK2 inh	COUP-TFII inh	NCOA3 inh	TLR9-MyD88 block	TROY NFkB inh	SRC2 inh	ABHD5 PLIN5 PPI	TWEAK Fn14 block
COc1ccc(CCN2C(=S)NC3CC2(C)Oc2ccc([N+](=O)[O-])cc23)cc1OC (stereo unspecified)
    -20	-2	-6	-4	15	-4	-23	2	-14	9	-4
On1c(-c2ccccc2)nc2ccc(Cl)cc21
    -137	-1	-77	-5	-54	-81	-7	-35	-41	3	2
CCN(CC)c1ccc(/C=c2/sc3nnc(-c4ccccc4C)n3c2=O)cc1
    -6	1	-2	-9	4	-11	3	2	16	-3	19
CCOc1cc(N2CCOCC2)c(OCC)cc1NC(=O)CN1C(=O)NC(C)(c2ccc(OC)cc2)C1=O (stereo unspecified)
    -8	-4	-9	-26	-8	11	-4	-8	20	-6	-2
COc1ccc(CCN(C)CC(O)COc2c(C)ccc(C)c2C)cc1OC (stereo unspecified)
    8	11	20	-3	9	20	-1	-10	9	0	22
COc1cccc(CN(C)CC(=O)Nc2cc(S(=O)(=O)N3CCCC3)ccc2Cl)c1OC
    -8	-6	-2	5	15	18	-8	26	5	-3	17
COc1ccc2cc(C(=O)C3CCCN(Cc4cccc(C)n4)C3)ccc2c1 (stereo unspecified)
    -3	2	2	-11	21	0	5	-12	8	13	-26
Cc1nc2ccccc2c(=O)n1NC(=O)CCC(=O)O
    7	0	-1	-7	1	-1	5	12	-33	6	27
O=C(CNC(=O)c1ccc(F)cc1)NCc1ccc(Cl)cc1
    4	7	0	5	29	-10	0	-30	9	5	3
FC(F)(F)c1cccc(Oc2ccc3c(C(F)(F)F)cc(C(F)(F)F)nc3n2)c1
    1	0	33	9	6	30	-2	2	-5	0	-22
COc1ccccc1C1C=C(c2ccc(C)cc2)Nc2nnnn21 (stereo unspecified)
    4	0	6	13	-9	-2	22*	-1	-25	-1	4
O=c1[nH]c(SCc2nc3c(cnn3-c3ccccc3)c(=O)[nH]2)nc2ccccc12
    -18	0	-4	-14	7	-43	-3	-11	-24	2	-60
Cc1cc(OC(=O)c2ccco2)c(Sc2ccccc2[N+](=O)[O-])c(=O)o1
    -5	-1	3	-4	x	15	7	-20	x	3	-19
Cn1c(=O)cc(SCC(=O)N2CCCC2)c2cc(Cl)ccc21
    14	-1	-1	3	-22	-4	0	8	-47	-2	-1
COc1cccc(C(=O)N2CCN=C2SCc2cccnc2)c1OC
    -9	-2	4	-8	-19	25	-3	0	11	-18	1
CC(C)CC(=O)NC(=S)Nc1nc(-c2ccccc2)cs1
    -15	16	-19	1	15	-2	5	-27	-16	0	-9
Cc1nnc2n1NC(c1ccc(Cl)cc1)C(C(=O)N(C)C1CCCCC1)S2 (stereo unspecified)
    -2	3	1	-14	-5	8	-1	-21	2	2	-13
C=CCOc1ccc(/C=C/C(=O)OCC(=O)N2CCCc3ccccc32)cc1
    5	3	17	-6	10	15	-8	11	-11	3	-14
COc1ccccc1NC(=O)CCCNC(=O)Cn1cnc2sc(C)c(C)c2c1=O
    1	-10	11	0	-2	-12	-2	-23	22	13	-11

# Screening data (PubChem)

# Some of the compounds tested; count on the stated rates, not on these rows.
